# QS inhibitor: S. aureus quorum sensing inhibition. S. aureus RN6390 RNAIII-GFP reporter, AIP-induced, flow cytometry 3 h. 0.3% of 24,000 active. inhibition, % at 2 µM;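 active = share of bacteria positive for the green fluorescent reporter and its mean brightness both inhibited by 50% or more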;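 also: 0% = AIP-stimulated control and 100% = unstimulated bacteria without AIP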
# QS inhibitor GFP MFI %: second read-out of QS inhibitor, no call of its own (marks repeat the call); inhibition, %; measured here: inhibition of GFP MFI
# * = called active by the depositor. This is a subset (hit frequency here may not be typical).
SMILES,QS inhibitor,QS inhibitor GFP MFI %
O=C(NCc1n[nH]c(=S)n1-c1ccc(F)cc1)c1ccco1,-1,3
CCOC(=O)N1CCN(S(=O)(=O)c2cc(Br)cnc2N)CC1,-7,-13
CCc1ccc(-c2nc(CN3CCC(C(=O)NCc4ccccc4OC)CC3)c(C)o2)cc1,2,0
Cc1ccc(-n2nnnc2SCC(=O)N2CCc3ccccc3C2)cc1,-2,-2
CCOC(=O)c1ccc(S(=O)(=O)NC2CCCCCCC2)n1C,2,3
COc1ccccc1NC(=O)NCCN1C(=O)C2C3C=CC(C3)C2C1=O (stereo unspecified),0,6
Fc1ccc(-n2c(Cc3ccccc3)nnc2SCc2nc(-c3cccs3)no2)cc1,2,5
CC(C)CC(c1nnnn1CC1CCCO1)N1CCN(Cc2ccc3c(c2)OCO3)CC1 (stereo unspecified),3,9
CC1(C)Oc2ccc3ccc(=O)oc3c2C(N2CCCCC2)C1O (stereo unspecified),2,27
CCOC(=O)Nc1ccc(NS(=O)(=O)c2ccc(C)cc2)cc1,0,8
CC(=O)c1c(C)[nH]c(C(=O)Nc2ccc(C)cn2)c1C,5,10
Cc1noc(C)c1S(=O)(=O)N1CCC(C(=O)N2CCC(N3CCCCC3)CC2)CC1,12,18
CCOc1cccc(/C(O)=C2/C(=O)C(=O)N(CCN3CCOCC3)C2c2cccnc2)c1 (stereo unspecified),0,21
Cc1noc(C)c1CSc1nnc2n(-c3ccccc3)c(=O)c3ccccc3n12,0,16
Cc1ccc(C2NC(=O)NC(O)(C(F)(F)F)C2C(=O)c2cccs2)o1 (stereo unspecified),0,3

# Structures from the list above containing a halogen, in the order listed:
SMILES,QS inhibitor,QS inhibitor GFP MFI %
O=C(NCc1n[nH]c(=S)n1-c1ccc(F)cc1)c1ccco1,-1,3
CCOC(=O)N1CCN(S(=O)(=O)c2cc(Br)cnc2N)CC1,-7,-13
Fc1ccc(-n2c(Cc3ccccc3)nnc2SCc2nc(-c3cccs3)no2)cc1,2,5
Cc1ccc(C2NC(=O)NC(O)(C(F)(F)F)C2C(=O)c2cccs2)o1 (stereo unspecified),0,3

# More structures
SMILES,QS inhibitor,QS inhibitor GFP MFI %
CCOC(=O)N1CCN(C(=O)CSc2nnc(COc3ccccc3)o2)CC1,-1,5
C[C@H](NC(=O)Nc1cccc(C(F)(F)F)c1)C(=O)O,-3,-5
O=C(Nc1ccccc1)N(CCc1ccncc1)C1CCCCC1,-4,2
Cn1c(=NC(=O)CSCC(=O)N2CCCC2)sc2ccccc21,5,9
Cc1ccc(N(CC(=O)NCc2cccs2)S(=O)(=O)c2cccs2)cc1,5,6
COc1ccc(NC2c3ccccc3C(=O)N2Cc2ccco2)cc1OC (stereo unspecified),2,26
Cc1sc2c(c1C)CN(C1CC(C)(C)NC(C)(C)C1)CN2C(=O)c1ccco1,0,-6
CCCCP(=O)(CCCC)Cc1ccccc1O,-4,-10
CCC(Sc1ccc2nnc(-c3ccc(F)cc3)n2n1)C(=O)OC (stereo unspecified),3,20
CCOC(=O)C1CCCN(C(=O)C2CCCN(S(=O)(=O)c3ccc4c(c3)oc(=O)n4C)C2)C1 (stereo unspecified),2,-5
O=C(c1ccc(-c2ccccc2)cc1)N1CCC(C(=O)N2CCCC2)CC1,0,-85
CN(C)c1ccc(/C=c2\sc3nc(-c4ccccc4)nn3c2=O)cc1,1,33
COc1cc(N2C(=O)CSC23C(=O)Nc2ccccc23)cc(OC)c1OC (stereo unspecified),0,12
COc1ccc(C)cc1S(=O)(=O)N(C)CC(=O)Nc1ccc2c(c1)OCCO2,1,6
CSC1CCCCC1(O)CSc1nc2c(cc1C#N)CCCC2 (stereo unspecified),2,-7
O=C(Cc1ccc(F)cc1)Nc1c2c(nn1-c1cccc(Cl)c1)CS(=O)C2 (stereo unspecified),2,15
CC(C)N1C(=O)CCC1C(=O)N1CCC(Cc2ccccc2)CC1 (stereo unspecified),1,11
Cc1cccc(N2CCN(S(=O)(=O)c3ccc4c(c3)n(C)c(=O)c(=O)n4C)CC2C)c1 (stereo unspecified),2,-6
Fc1ccc(C2CC(c3ccco3)n3ncnc3N2)cc1 (stereo unspecified),-2,-2
COc1ccc(NC(=O)Cn2c(=O)sc3ccccc32)c(OC)c1,1,5
COCCn1c(=S)[nH]c2cc(C(=O)NCC3CCCO3)ccc2c1=O (stereo unspecified),-7,-24
CCc1c(C)nc(SCCOc2ccc(OC)cc2)[nH]c1=O,0,-4
Cc1oc(-c2ccccc2F)nc1CS(=O)(=O)CC(=O)N1CCN(Cc2ccccc2)CC1,0,-12
CCOC(=O)c1[nH]c(C)c(CN(CCc2ccccc2)C(=O)CCC(=O)O)c1C,-1,3
O=C(O)C1CC(=O)N(CCOc2ccccc2)C1 (stereo unspecified),-3,-4
O=C(CCc1nc2ccccc2[nH]1)Nc1ccc2c(c1)OCCO2,0,-8
CCOc1ccc(CCNC(=O)CN(C)S(=O)(=O)c2cccc3nsnc23)cc1OCC,-9,-21
CCC1CCCCN1S(=O)(=O)c1ccc2c(c1)CCN2C(=O)C1CCC1 (stereo unspecified),-4,-37
CCn1cc(C(=O)NCC(=O)OC)c2cc(OC)c(OC)cc2c1=O,-3,-10
CCOCCOC(=O)C1=C(C)N(C)C(=O)NC1c1cc(Cl)c(O)c(OC)c1 (stereo unspecified),-1,-19
O=C(Cn1ccc2ccccc2c1=O)NCCC(=O)N1CCN(C(=O)c2ccco2)CC1,18,36
O=C(CN1C(=O)CSC1=O)N1CCc2ccccc2C1,-1,-31
Cc1ccc(S(=O)(=O)N2CCCC(C(=O)NC3=NCCS3)C2)cc1 (stereo unspecified),0,-6
O=S(=O)(c1cccc2cccnc12)N(CCO)CCO,-1,3
Cc1cc2cc(CNC(=O)c3ccc4c(c3)OCO4)ccc2[nH]1,2,13
O=C(CC1CCS(=O)(=O)C1)NC1CCCCC1 (stereo unspecified),-6,-12
COc1ccc2c(c1)CCc1c-2n[nH]c1C(=O)O,-2,-4
CCOC(=O)N1CCN(C(=O)C2CCCN(c3ncnc4c3sc3cccc(F)c34)C2)CC1 (stereo unspecified),2,14
Cc1nc(-c2ccccc2)sc1C(N)=O,0,13
Cn1cccc1Cc1nnc(SCC(=O)N2CCOCC2)n1-c1ccc(F)cc1,0,-2
COc1ccc(N2CCN(C(=O)C3CCN(S(=O)(=O)N4CCOCC4)CC3)CC2)cc1,0,7
CCOC(=O)C1CCN(S(=O)(=O)c2cccc(-c3csc(C)n3)c2)CC1,0,0
CCCN(CCC)C(=O)c1c(C)[nH]c(C(=O)OCC)c1C,-2,-3
Cn1c(=O)c(=O)n(C)c2cc(S(=O)(=O)N3CCN(Cc4ccccc4)CC3)ccc21,-1,2
O=C1C2CCCN2C(c2cccc(Br)c2)N1c1ccc(F)cc1 (stereo unspecified),2,17
Cc1c(O)c(CN2CCCC(C)C2)cc2c3c(c(=O)oc12)CCC3 (stereo unspecified),0,8
COc1ccccc1-c1c(C)nn2c(NCCN3CCCC3)cc(C)nc12,-1,0
CC(=O)Nc1cc(N2C(=O)CCC2=O)ccc1Cl,1,-2
CC(C)N1C(=O)CCC1C(=O)NCCc1ccc(Cl)cc1 (stereo unspecified),0,4
CCCCOc1ccc(S(=O)(=O)n2c(C)nc3ccccc32)cc1,27,40
FC(F)(F)c1ccc(Sc2nnc(-c3cccs3)n2CC2CCCO2)nc1 (stereo unspecified),-2,-8
Cc1ccc(-c2noc(CCC(=O)Nc3cccc(C#N)c3)n2)cc1,3,7
COc1ccc(NC2c3ncccc3C(=O)N2Cc2ccccc2)c(OC)c1 (stereo unspecified),-2,-2
Cc1cc(C)c2oc(=O)cc(CN3CCOCC3)c2c1,2,16
Cc1cccc(C)c1NC(=O)COC(=O)c1nonc1N,-1,-1
Cc1ccc2c(C)nc(NC3=NCN(C(C)C)CN3)nc2c1,-2,-7
CCC1Oc2ccccc2N(CC(=O)NCCCN2CCOCC2)C1=O (stereo unspecified),-3,2
Oc1c(Cl)cc(Cl)c2c1NCCC2,0,-10
Cc1cc(NC(=O)CSc2nc3cc4c(cc3c(=O)n2CCc2ccccc2)OCO4)no1,-2,5
O=C1C(=O)N(CCO)C(c2cccc(F)c2)/C1=C(\O)c1ccc(Cl)cc1 (stereo unspecified),-4,-19

# Overlap with the part before: 2 entries; new compounds follow.
SMILES,QS inhibitor,QS inhibitor GFP MFI %
Cc1cc(NC(=O)CSc2nc3cc4c(cc3c(=O)n2CCc2ccccc2)OCO4)no1,-2,5
O=C1C(=O)N(CCO)C(c2cccc(F)c2)/C1=C(\O)c1ccc(Cl)cc1 (stereo unspecified),-4,-19
CCc1nc2scc(-c3ccccc3)c2c(=O)n1N,-4,-4
O=C(Nc1ccccn1)C(NS(=O)(=O)c1cccc2nsnc12)c1ccccc1 (stereo unspecified),-4,-13
Cc1ccc(C2C3=C(CCCC3=O)Nc3[nH]c(=S)[nH]c(=O)c32)cc1 (stereo unspecified),-2,-16
COc1cccc(CNS(=O)(=O)c2cn(C)cn2)c1,13,56
Cc1cccc(NC(=O)C2CC(O)CN2C(=O)OCc2ccccc2)c1 (stereo unspecified),-5,-8
COc1ccc(-c2noc(-c3ccccc3C(=O)Nc3cccnc3)n2)cc1OC,-2,-11
Cc1cccc2c1nc(-c1ccccc1)n1cnnc21,-1,-4
COCCn1cc(C(=O)c2ccccc2OCC(=O)Nc2cc(C)on2)cc(C#N)c1=O,0,-5
COc1ccc(NC(=O)C(C)NS(=O)(=O)c2ccccc2)cc1Cl (stereo unspecified),3,29
Cc1ccc(O)c(C(=O)c2cc(C#N)c(=O)n(CC3CCCO3)c2)c1 (stereo unspecified),-1,0
CN(C)c1nc(SCCOC(=O)c2ccccc2)nc(N(C)C)n1,0,3
O=C(CCn1c(=O)oc2ccccc21)NCCN1CCOCC1,-1,-1
O=C(c1ccco1)N1CCN(C(=O)c2cc3c(s2)-c2ccccc2OC3)CC1,-3,-4
CCOC(=O)c1ccc(NC(=O)c2nccnc2C(=O)O)cc1,1,5
NC(=O)Cn1c(=O)n(CCCC(=O)NC2CCN(Cc3ccccc3)CC2)c(=O)c2ccccc21,3,16
CCN1C(=O)c2n[nH]c(C(=O)OC)c2C1=O,-1,-7
Cc1ccnc(N2C(=O)OC(C)(C)C2(C)O)c1 (stereo unspecified),-1,12
CCOCC(=O)Nc1ccc(-c2cn3cccnc3n2)cc1,10,32
O=C(CCn1c(=O)sc2ccccc21)NCc1ccco1,8,27
COc1ccc(N(CC(=O)NCc2cccs2)S(=O)(=O)c2cccnc2)cc1,0,-2
Cc1ccc(OCCn2ccc(=O)[nH]c2=O)cc1C,8,22
Cn1c(=O)c(=O)n(C)c2cc(S(=O)(=O)N3CCN(c4cccc(C(F)(F)F)c4)CC3)ccc21,-1,8
COc1cc(C2CC(=O)N(CC(=O)NCc3ccco3)c3ccccc3S2)cc(OC)c1OC (stereo unspecified),4,11
CC1CCc2nc(NC(=O)CN3CCN(Cc4ccc5c(c4)OCO5)CC3)sc2C1 (stereo unspecified),1,5
O=C(O)CC(O)C(=O)O (stereo unspecified),-8,-20
COc1ccc(OC)c(CCNC(=O)Cn2sc3nc(C)cc(C)c3c2=O)c1,5,12
CC(C)(C)C(=O)NC(=C(Cl)Cl)P(=O)(O)O,0,1
COC(=O)N1CC(=O)N(OC)C1c1ccc(Cl)cc1Cl (stereo unspecified),3,13
CCN(C1CCCCC1)S(=O)(=O)c1ccc(S(=O)(=O)N2CCN(CCC#N)CC2)cc1,-1,-2
COc1ccc(C(c2sc3nc(C)nn3c2O)N2CCC3(CC2)OCCO3)cc1 (stereo unspecified),2,12

# An excerpt of these results, with values under each structure.
# The line under a structure holds: QS inhibitor, QS inhibitor GFP MFI %
> Cc1ccnc(N2C(=O)OC(C)(C)C2(C)O)c1 (stereo unspecified)
  -1, 12
> Cn1c(=O)c(=O)n(C)c2cc(S(=O)(=O)N3CCN(c4cccc(C(F)(F)F)c4)CC3)ccc21
  -1, 8
> O=C(CCn1c(=O)sc2ccccc21)NCc1ccco1
  8, 27
> COc1ccc(N(CC(=O)NCc2cccs2)S(=O)(=O)c2cccnc2)cc1
  0, -2

# (more compounds)
SMILES,QS inhibitor,QS inhibitor GFP MFI %
CC1CCCC(C)N1C(=O)COC(=O)c1ccc[nH]c1=O (stereo unspecified),0,1
COc1ccc(NC(=O)COc2ccccc2)c(OC)c1,0,6
Cn1c2c(c(=O)n(C)c1=O)CN(CCCN1CCOCC1)CN2,2,13
c1cncc(-c2nnc3n2N=C(c2cccs2)CS3)c1,0,14
CCOC(=O)N1CCN(C(=O)c2cc(-c3ccc(F)cc3)[nH]c2C)CC1,-4,-3
Cc1ccccc1NS(=O)(=O)c1ccc2[nH]cc(C(=O)N(C)Cc3ccco3)c(=O)c2c1,-3,-7
COc1cc(C2NC(C(=O)O)CS2)ccc1OCc1ccccc1C#N (stereo unspecified),-1,-8
CCCN(CC1CC1)S(=O)(=O)c1ccc(S(N)(=O)=O)cc1,-7,-14
COc1ccc(NC(=O)CN2CCN(c3ccc(Cl)cc3)CC2)c(OC)c1,0,5
CCOCCOc1nc2c(c(=O)n(C)c(=O)n2C)n1Cc1ccc(C)cc1,-1,0
O=C(Cn1ncc2c(=O)oc3ccccc3c21)N1CCc2ccccc2C1,0,-22
COc1cccc(CNC(=O)c2ccc(NC(=O)C3CCCO3)cc2)c1 (stereo unspecified),-2,-2

# Profiles, quoted from the list. Order of screens: QS inhibitor, QS inhibitor GFP MFI %
# Cc1ccccc1NS(=O)(=O)c1ccc2[nH]cc(C(=O)N(C)Cc3ccco3)c(=O)c2c1 reads -3, -7
# CCOCCOc1nc2c(c(=O)n(C)c(=O)n2C)n1Cc1ccc(C)cc1 reads -1, 0
# CCOC(=O)N1CCN(C(=O)c2cc(-c3ccc(F)cc3)[nH]c2C)CC1 reads -4, -3
# COc1ccc(NC(=O)COc2ccccc2)c(OC)c1 reads 0, 6
# CC1CCCC(C)N1C(=O)COC(=O)c1ccc[nH]c1=O (stereo unspecified) reads 0, 1

# Compound activity (PubChem)
